# Compound activity (PubChem)
# TbPYK inhibitor = qHTS of Trypanosoma Brucei Inhibitors; actives 0.12% (n = 410,000); pyruvate kinase (Trypanosoma brucei), Q57TT1; AID 624173, 2012; Potency, µM (highest dose often 76.8 µM), without a hit: at the highest dose activity, negative = inhibition, usual class: inhibitors; TbPYK enzyme, Kinase-Glo Plus ATP luminescence, 45 min; note: potency is the fitted concentration of half-maximal effect; nearly all actives have a fitted effect of over 50% in size
#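 TbPYK + substrate in 50 mM TEA pH 7.2, 100 mM KCl, 10 mM MgCl2, 0.05% BSA, 0.01% Tween-20; cpd pinned; ADP 130 uM final; 45 min RT; Kinase-Glo Plus 10 min; luminescence endpoint.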
# HCMV inh = qHTS Assay for inhibitors of the human cytomegalovirus (HCMV); HFF cells, HCMV-luciferase reporter, 72 h; hits give low values; activity change, negative = inhibition, % at 57.5 µM; actives 4.5% (n = 410,000); in the data active = activity change below about -60%; inconclusive = no clear call, values can overlap the other calls; inactive = above about -39%
#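 Human foreskin fibroblasts infected with luciferase-reporter HCMV at MOI 1 PFU/cell, compounds at two doses. Luciferase measured 72 h post infection; normalized to buffer-only basal and Salinomycin (10uM) controls.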
# AmpC inh detg = qHTS Inhibitors of AmpC Beta-Lactamase (assay with detergent); AmpC hydrolysis of nitrocefin, absorbance 480 nm, 0.01% Triton; Potency, µM (top dose mostly 114 µM), inactives show top-dose activity change, negative = inhibition, most hits filed as inhibitors; actives 0.041% (n = 370,000);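 note: potency is the fitted concentration of half-maximal effect; 0% = no-compound wells and -100% = no-enzyme wells; nearly all actives have a fitted effect of over 25% in size; some results filed as inactive show a strong effect at the top dose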
# Target sequence (P00811 whole entry, looked up): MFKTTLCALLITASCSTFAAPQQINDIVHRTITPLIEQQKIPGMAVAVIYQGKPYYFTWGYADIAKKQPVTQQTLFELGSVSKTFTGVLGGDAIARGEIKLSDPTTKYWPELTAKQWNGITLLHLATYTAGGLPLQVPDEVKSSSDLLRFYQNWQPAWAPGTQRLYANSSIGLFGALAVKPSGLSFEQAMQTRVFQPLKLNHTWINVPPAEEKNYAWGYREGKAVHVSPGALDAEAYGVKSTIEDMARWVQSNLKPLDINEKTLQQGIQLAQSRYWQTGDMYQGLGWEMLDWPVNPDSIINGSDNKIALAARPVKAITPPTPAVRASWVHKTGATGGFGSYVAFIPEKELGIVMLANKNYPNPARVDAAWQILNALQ
#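 20 mM phosphate pH 7.0 + 0.01% (detergent screen) or 0.0001% Triton X-100; 5.3 nM AmpC reagent; cpd preinc 15 min RT; nitrocefin (800 uM stock) to start; A480 q20 s × 4 min; Activity was normalised to no-enzyme and no-compound control wells.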
# Sm TGR block = qHTS Assay for the Inhibitors of Schistosoma Mansoni Peroxiredoxins; Schistosoma mansoni thioredoxin glutathione reductase (TGR), Q962Y6; purified TGR, DTNB reduction, TNB absorbance 405 nm; Potency, µM (highest dose often 114 µM), without a hit: at the top dose activity change, negative = inhibition, hits mostly inhibitors; actives 3% (n = 360,000); AID 485364, 2010; note: potency is the fitted concentration of half-maximal effect; nearly all actives have a fitted effect of over 60% in size
#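 TGR 20 nM + NADPH 100 uM (dispensed conc.), cpd preinc 15 min RT; start with NADPH (500 uM addition) then DTNB (15 mM addition). Kinetic TNB absorbance, 405 nm filter. Four-parameter Hill fit across titration.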
# AmpC no deterg = qHTS Inhibitors of AmpC Beta-Lactamase (assay without detergent); P00811; AmpC nitrocefin hydrolysis, absorbance 480 nm, 0.0001% Triton; Potency, µM (doses to about 57.1 µM), without a hit: at the top dose activity change, negative = inhibition, most hits filed as inhibitors; actives 0.52% (n = 330,000); AID 485341, 2010;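 note: potency is the fitted concentration of half-maximal effect; plate controls were no compound for no effect and no enzyme for full effect; nearly all actives have a fitted effect of over 20% in size; some results filed as inactive show a strong effect at the top dose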
#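 AmpC (5.3 nM in the dispensed reagent) in 20 mM phosphate pH 7.0 with 0.01% (detergent screen) or 0.0001% Triton X-100 was preincubated with compounds for 15 min at room temperature. Nitrocefin was then added from an 800 uM solution, and hydrolysis was followed at 480 nm.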
# LmPK inhibitor = qHTS Assay for Inhibitors of Leishmania Mexicana Pyruvate Kinase (LmPK); Q27686; Potency, µM (series often up to 57.5 µM), for the others: top-dose activity change, negative = inhibition, most hits filed as inhibitors; actives 0.37% (n = 290,000); purified LmPK, Kinase-Glo ATP luminescence, 1 h; note: potency is the fitted concentration of half-maximal effect
# Target sequence (Q27686 whole entry, looked up): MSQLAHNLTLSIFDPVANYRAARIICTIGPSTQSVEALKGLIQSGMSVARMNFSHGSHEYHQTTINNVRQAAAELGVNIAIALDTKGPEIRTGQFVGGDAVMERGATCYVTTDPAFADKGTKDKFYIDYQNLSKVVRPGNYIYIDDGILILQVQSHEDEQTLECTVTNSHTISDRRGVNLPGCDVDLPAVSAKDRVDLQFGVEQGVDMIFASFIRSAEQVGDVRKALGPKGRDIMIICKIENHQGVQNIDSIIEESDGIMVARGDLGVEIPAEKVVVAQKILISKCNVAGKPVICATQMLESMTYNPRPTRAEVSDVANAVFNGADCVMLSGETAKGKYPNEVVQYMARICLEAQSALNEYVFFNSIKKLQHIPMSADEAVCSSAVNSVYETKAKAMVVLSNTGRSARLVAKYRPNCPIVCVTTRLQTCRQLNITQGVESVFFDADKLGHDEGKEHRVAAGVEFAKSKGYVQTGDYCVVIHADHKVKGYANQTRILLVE
#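 ATP generated from ADP (0.1 mM) and PEP (0.5 mM) by 0.1 nM LmPK over 1 h at room temperature (pH 7.2 imidazole buffer) was detected by coupled luciferase luminescence. Values were normalized to uninhibited and no-enzyme wells.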
# AMA1 RON2 block = qHTS for Inhibitors of AMA1-RON; Towards Development of Antimalarial Drug Lead: Primary Screen; Plasmodium falciparum AMA1 (3D7) - RON2 peptide interaction; AlphaScreen AMA1-biotinylated RON2 peptide binding; Potency, µM (doses to about 58.2 µM), for the others: at the top dose activity change, negative = inhibition, usual class: inhibitors; actives 0.2% (n = 360,000);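 note: potency is the fitted concentration of half-maximal effect; 0% = vehicle wells and -100% = peptide control; nearly all actives have a fitted effect of over 45% in size; some results filed as inactive show a strong effect at the top dose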
#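 AMA1 (3D7) with his tag at 25 nM final met compounds first, then biotinylated RON2 peptide at 25 nM; detection used donor plus acceptor beads, 10 µg/mL apiece, read by AlphaScreen after 30 min at room temperature.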
# The depositor's hits bear a star; ? = inconclusive; nt = not tested or not shown; + = active, no number; [ ] = remark or other dose. Unless noted, calls come from the whole dose curve; as a rule, active = well fitted curve in the direction sought with a large enough effect; inconclusive = small, poorly fitted or top-dose-only effect, or another doubt; inactive = no such curve, though single readings can be large; an effect the other way counts as inactive or inconclusive. Unless noted, % is set by controls: 0 for no effect and ±100 for the full control effect.
# Every second line gives: TbPYK inhibitor	HCMV inh	AmpC inh detg	Sm TGR block	AmpC no deterg	LmPK inhibitor	AMA1 RON2 block
CCN1CCN(c2ncc3c(n2)CCN(Cc2cc(Br)cs2)C3)CC1
  -1%	-7	3%	-21%	nt	nt	nt
CCCN(Cc1ccccc1)C(=S)Nc1ccc(F)cc1
  -6%	-17	3%	6%	-35%	-2%	4%
CCOc1ccccc1NC(=O)Nc1cc(C(=O)O)ccc1C
  -3%	28	-2%	nt	-13%	0%	0%
COc1ccc(Cl)cc1NC(=O)c1c(NCc2cccs2)sc2c1CCCC2
  -7%	9	8%	4%	nt	nt	nt
O=C(NCc1nnc(SCc2ccc(C(F)(F)F)cc2)n1-c1ccccc1)C12CC3CC(CC(C3)C1)C2
  -12%	-19	2%	-3%	133%[activator]	4%	5%
COc1cccc(C(NC(C)=O)c2nc(-c3cnn(C)c3)cs2)c1 (stereo unspecified)
  3%	-25	nt	nt	nt	nt	-4%
COC(=O)[C@H](Cc1ccccc1)NC(=O)NCc1ccccc1
  2%	19	0%	7%	-5%	-9%	-3%
Cc1ccc(S(=O)(=O)N2CCN(C(=S)NCCc3ccccc3)CC2)cc1
  -1%	-36	-11%	-8%	-30%	0%	1%
O=C(Nc1nc(-c2ccccc2)cs1)C1CCCO1 (stereo unspecified)
  -21%	50	5%	7%	-5%	2%	-14%
Cc1ccc(Cl)cc1NC(=O)NC1COc2ccccc2C1 (stereo unspecified)
  -4%	-3	-2%	3%	nt	nt	nt
Cc1cc(Nc2ccc3c(c2)OCCO3)n2ncnc2n1
  4%	38	-11%	-3%	0%	-3%	1%
Cn1c(SCC(=O)NCc2cccs2)nnc1-c1ccco1
  -4%	20	1%	-26%	-17%	-3%	4%
COc1ccc(NC(=O)CN(C)C(=O)c2ccc(-c3ccccc3Cl)o2)cc1
  -8%	-9	?	-25%	?	nt	-3%
COc1ccc(C2/C(=C(/O)c3ccc(F)cc3)C(=O)C(=O)N2CCCN(C)C)cc1 (stereo unspecified)
  -3%	-83*	nt	nt	nt	nt	-3%
O=C(O)C1(C(=O)O)CCCC1
  2%	-21	nt	nt	nt	nt	1%
COc1ccc(C2=NS(=O)(=O)N(C)C(C(=O)N(C)Cc3ccccc3)=C2)cc1
  4%	0	?	-16%	-2%	-10%	-10%
C/C(=N/NS(=O)(=O)c1ccc(C(C)(C)C)cc1)c1ccc2c(c1)OCO2
  3%	8	?	0%	-42%	11%	-6%
CCCS(=O)(=O)N1CCCC(C(=O)Oc2ccccc2Cl)C1 (stereo unspecified)
  -7%	21	-6%	-4%	1%	2%	10%
CN1CCN(C(=O)CCC(=O)NCc2ccc(F)cc2)CC1
  3%	29	1%	-30%	1%	2%	3%
COc1ccc(C2CC(c3ccccc3)=NN2C(=O)CSc2ncccn2)cc1 (stereo unspecified)
  -7%	-25	9%	7%	-8%	0%	-14%

# (next part)
# Every second line gives: TbPYK inhibitor	HCMV inh	AmpC inh detg	Sm TGR block	AmpC no deterg	LmPK inhibitor	AMA1 RON2 block
COc1ccc(/C(C)=N/Nc2ccc(C(=O)O)cc2)cc1OC
  -13%	21	8%	0%	-14%	4%	-2%
COc1ccc(C(=O)NCC(=O)N/N=C/c2ccco2)cc1OC
  1%	13	?	?	-12%	1%	2%
COCc1nnc(NC(=O)CCCOc2ccccc2OC)s1
  -13%	59	?	19%	14%	7%	14%
Nc1sc(-c2ccccc2)cc1-c1n[nH]c(=S)n1C1CCCCC1
  -24%	?	1%	-17%	-56%	-4%	79%[activator]
Cc1ccccc1N1CCN(Cc2cc3c(cc2[N+](=O)[O-])OCO3)CC1
  1%	26	-11%	-9%	-23%	1%	-19%
CC1CC(=O)C2=C(C1)Nc1ccccc1N(C(=O)COc1ccccc1)C2c1ccco1 (stereo unspecified)
  -2%	11	6%	7%	-18%	10%	3%
O=c1[nH]c(CN2CCN(Cc3ccc4c(c3)OCO4)CC2)nc2sc3c(c12)CCC3
  nt	nt	-8%	2%	-15%	0%	nt
COc1ccc(C(=O)SC2=NCCS2)cc1OC
  nt	58	-11%	-6%	-20%	-2%	-18%
CCN(C(=O)Cn1ncc2c(=O)oc3ccccc3c21)c1ccccc1F
  1%	6	-5%	43%[activator]	nt	nt	nt
O=C(NCCc1ccccc1)c1cc(S(=O)(=O)N2CCCC2)ccc1F
  1%	+	?	-10%	0%	-3%	-10%
Cc1sc2nc(Cc3ccccc3)[nH]c(=O)c2c1-c1ccccc1
  1%	-31	1%	10%	-21%	-2%	-10%
Cc1ccc(NC2=C/C(=N\S(=O)(=O)c3cccs3)c3ccccc3C2=O)c(C)c1
  -12%	nt	-3%	-31%	?	-27%	4.5µM*
O=C(Nc1cc(Br)ccc1F)c1nc[nH]c1C(=O)NCc1ccccc1
  1%	-27	nt	nt	nt	nt	137%[activator]
O=C(NCc1ccccc1)C1CCN(S(=O)(=O)c2ccc3[nH]c(=O)ccc3c2)CC1
  -8%	23	-4%	4%	nt	nt	nt
CC(=O)Nc1ccc(S(=O)(=O)NCC(=O)NNC(=O)COc2c(C)cccc2C)cc1
  -4%	1	nt	nt	-4%	nt	112%[activator]
CC1(c2nnc(-c3cccc(Cl)c3)o2)CC(c2ccc(C#N)cc2)=NO1 (stereo unspecified)
  6%	-21	nt	nt	nt	nt	8%
O=CN1CCN(c2c([N+](=O)[O-])c(=O)oc3ccccc23)CC1
  4%	-17	2%	-34%	-2%	-1%	7%
Cc1ccc(C)c(N2CCN(C(=O)c3ccc4nc(-c5ccco5)c(-c5ccco5)nc4c3)CC2)c1
  -8%	20	-15%	6.3µM*	21%	4%	2%
Cc1cc(NC(=O)c2cccc(S(=O)(=O)Nc3cccc(C(=O)O)c3)c2)no1
  2%	67	-13%	-1%	-45%	3%	-2%
Cc1ccc2nc3c(cc(C(=O)NCC4CCCO4)c(=N)n3C(C)C)c(=O)n2c1 (stereo unspecified)
  2%	-11	-1%	-1%	nt	nt	nt

# Additional structures.
# Every second line gives: TbPYK inhibitor	HCMV inh	AmpC inh detg	Sm TGR block	AmpC no deterg	LmPK inhibitor	AMA1 RON2 block
CSCCC(NC(=O)c1ccc(C(C)(C)C)cc1)C(=O)OCC(=O)N1CCCC1=O (stereo unspecified)
  2%	-13	-2%	-6%	118%[activator]	nt	-6%
COc1ccc(CNC(=O)COc2cc(O)c3c(c2)OC(C)(C)CC3=O)c(OC)c1
  -10%	2	-21%	-22%	29%	0%	0%
O=[N+]([O-])c1cccc(/C=C/C=N/Nc2nc(N3CCCCC3)nc(N3CCCCC3)n2)c1
  -6%	?	?	9%	-20%	11%	-7%
CC(Nc1ccnc2cc(Cl)ccc12)c1ccc(S(N)(=O)=O)cc1 (stereo unspecified)
  1%	14	7%	-6%	-17%	0%	13%
Cc1ccc(NC(=O)CCC(=O)NNC(=O)COc2ccccc2)cc1C
  -5%	17	?	-11%	-13%	-2%	68%[activator]
N#Cc1c(N)n(CCCN2CCOCC2)c2nc3ccccc3nc12
  6%	-36	?	?	6%	0%	-13%
Cc1cc(C)nc(SCc2ccc3nonc3c2)n1
  -6%	?	0%	-7%	nt	-3%	16%
Cc1cc(NC2CCCCC2)n2c(n1)nc1ccccc12
  5%	-32	0%	nt	-15%	1%	6%
Cc1ccc(S(=O)(=O)N2CCNC(=O)C2)c(C)c1
  6%	7	?	1%	-21%	nt	-16%
COc1ccccc1N1CC(O)=C(c2nc3ccccc3s2)C1=N
  0%	-13	0%	3%	-5%	-10%	64%[activator]
Oc1ccc(C2Nc3cccc4cccc(c34)N2)cc1
  -8%	-5	-7%	14µM*	?	-11%	-13%
CC(C)C(NS(=O)(=O)c1cccs1)C(=O)NCc1ccccc1Cl (stereo unspecified)
  2%	-33	12%	23%	-13%	13%	12%
CC(=O)c1cccc(S(=O)(=O)N2CCN(CCOc3ccccc3)CC2)c1
  -2%	-61*	-2%	-3%	80%[activator]	nt	-4%
COc1ccc(C(=O)N[C@H](C(=O)NCc2ccco2)C(C)C)cc1
  -3%	-27	?	0%	-22%	5%	-2%
CCc1ccc(S(=O)(=O)c2cn(C)c3cc(N4CCN(CC)CC4)c(F)cc3c2=O)cc1
  -2%	8	-1%	-2%	nt	nt	nt
CN(CC(=O)Nc1ccccc1C(F)(F)F)C(=O)CSc1nnc(-c2ccncc2)n1C
  -8%	?	nt	nt	-1%	nt	1%
Cc1ccc(-c2nn3c(-c4ccc(C)cc4)nnc3c3ccccc23)cc1
  -1%	-10	3%	7%	nt	nt	nt
CN1C(=O)C(CC(=O)Nc2ccc(F)cc2)N(CCCc2ccccc2)C1=S (stereo unspecified)
  5%	?	-6%	-7%	-13%	3%	?
O=C(NC1CCCCC1)NC1(C(=O)NCCCN2CCOCC2)CCCCC1
  -14%	-10	-4%	-34%	-11%	6%	1%
COc1nc(OC)nc(N2CCCCCC2)n1
  1%	-18	6%	-23%	-12%	9%	6%

# (further entries)
# Every second line gives: TbPYK inhibitor	HCMV inh	AmpC inh detg	Sm TGR block	AmpC no deterg	LmPK inhibitor	AMA1 RON2 block
COc1ccc(OC)c(CNc2ccc3c(c2)nc(C)n3C)c1
  -2%	-30	4%	9%	-1%	-2%	-13%
CCOc1ccc(NS(=O)(=O)c2ccc(C(=O)N3CCC3)cc2)cc1
  0%	0	nt	nt	nt	nt	-16%
Cn1c(SCC(=O)Nc2ccc(N3CCOCC3)cc2)nnc1C1CC1
  -1%	12	-12%	-30%	-19%	nt	-3%
COc1cc2oc(=O)c(Br)c(C)c2c(OC)c1OC
  -6%	105	-10%	7%	-10%	1%	6%
O=C(COc1ccccc1)NCC(c1ccc(Cl)cc1)N1CCCCC1 (stereo unspecified)
  0%	-2	11%	5%	nt	nt	nt

# Sorted by number of heavy atoms (smallest number first): three of the compounds above
# Every second line gives: TbPYK inhibitor	HCMV inh	AmpC inh detg	Sm TGR block	AmpC no deterg	LmPK inhibitor	AMA1 RON2 block
COc1nc(OC)nc(N2CCCCCC2)n1
  1%	-18	6%	-23%	-12%	9%	6%
CCOc1ccc(NS(=O)(=O)c2ccc(C(=O)N3CCC3)cc2)cc1
  0%	0	nt	nt	nt	nt	-16%
O=C(COc1ccccc1)NCC(c1ccc(Cl)cc1)N1CCCCC1 (stereo unspecified)
  0%	-2	11%	5%	nt	nt	nt
